# TDP1 block: blocks human tyrosyl-DNA phosphodiesterase 1. Q9NUW8. recombinant TDP1, AlphaScreen DNA substrate cleavage. Potency, µM (highest dose often 130 µM), for inactives: at the highest dose activity change, negative = inhibition, usual class: inhibitors. actives 0.28% (n = 350,000). AID 485290; also: nearly all actives have a fitted effect of over 40% in size
# Target sequence (Q9NUW8 whole entry, looked up): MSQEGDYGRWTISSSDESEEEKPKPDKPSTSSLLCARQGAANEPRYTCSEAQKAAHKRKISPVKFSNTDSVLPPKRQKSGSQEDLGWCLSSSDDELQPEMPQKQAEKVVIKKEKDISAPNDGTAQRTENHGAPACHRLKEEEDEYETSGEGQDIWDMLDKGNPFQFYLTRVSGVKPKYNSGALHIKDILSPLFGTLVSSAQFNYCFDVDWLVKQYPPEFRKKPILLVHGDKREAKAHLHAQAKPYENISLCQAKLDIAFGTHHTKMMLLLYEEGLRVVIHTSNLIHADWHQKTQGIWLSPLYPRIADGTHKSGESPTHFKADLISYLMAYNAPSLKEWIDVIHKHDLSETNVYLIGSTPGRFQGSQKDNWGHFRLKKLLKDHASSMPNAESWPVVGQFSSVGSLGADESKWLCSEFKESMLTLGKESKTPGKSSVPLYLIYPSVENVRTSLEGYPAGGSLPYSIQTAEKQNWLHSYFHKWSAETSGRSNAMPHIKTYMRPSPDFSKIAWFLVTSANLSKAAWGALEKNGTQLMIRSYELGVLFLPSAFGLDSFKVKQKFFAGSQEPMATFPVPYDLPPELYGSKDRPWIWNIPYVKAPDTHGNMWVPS
#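 Recombinant human Tdp1 (E. coli-expressed, 1 nM final) preincubated with compounds 15 min at room temperature, then 5'-biotin/3'-phosphotyrosine-FITC DNA substrate (15 nM final) added for 5 min. AlphaScreen beads (10 ug/ml final) added 10 min; cleavage lowers signal.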
# N370S GC: inhibitors or activators of N370S glucocerebrosidase for Gaucher disease; P04062; AID 2101; actives 0.092% (n = 330,000); N370S GC spleen homogenate, 4MU-glucoside fluorescence; Potency, µM (titrated, usually from 59.4 µM), inactives show at the highest dose activity change, negative = inhibition, actives largely listed as inhibitors;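 also: 0% = full enzyme activity and -100% = no enzyme basal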
# FEN1 inh: blocks human flap endonuclease 1; P39748; Recombinant FEN1 flap cleavage, fluorescence, 15 min; Potency, µM (series often up to 114 µM), for inactives: top-dose activity change, negative = inhibition, most hits filed as inhibitors; actives 0.35% (n = 390,000); also: nearly all actives have a fitted effect of over 65% in size
# Target sequence (P39748 whole entry, looked up): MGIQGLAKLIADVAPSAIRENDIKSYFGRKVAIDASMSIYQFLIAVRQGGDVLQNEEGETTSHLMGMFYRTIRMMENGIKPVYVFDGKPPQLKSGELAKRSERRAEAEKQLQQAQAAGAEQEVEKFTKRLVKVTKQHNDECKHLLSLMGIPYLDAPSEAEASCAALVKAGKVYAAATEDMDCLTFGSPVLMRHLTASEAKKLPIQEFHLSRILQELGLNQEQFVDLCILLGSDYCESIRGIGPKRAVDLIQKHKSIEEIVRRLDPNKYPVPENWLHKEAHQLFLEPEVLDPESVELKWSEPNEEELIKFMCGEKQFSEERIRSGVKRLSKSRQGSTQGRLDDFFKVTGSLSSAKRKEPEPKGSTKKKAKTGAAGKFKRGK
#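 Nuclease activity of 10 nM FEN1 was measured after 15 min of room-temperature exposure to titrated compounds, by adding 50 nM flap substrate and reading plates at 0 and 15 min.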
# Starred values were filed as active, the others as inactive; ? = inconclusive; . = no result given; & = joins results of further samples; [ ] = another dose, or the depositor's remark. Calls follow the shape of the dose curve; as a rule, active = well fitted curve in the direction sought with a large enough effect; inconclusive = small, poorly fitted or top-dose-only effect, or another doubt; inactive = no such curve, though single readings can be large; an effect the other way counts as inactive or inconclusive. Unless noted, % is scaled to controls: 0 for no effect and ±100 for the full control effect; potency is read from the fitted curve at half-maximal effect.
SMILES,TDP1 block,N370S GC,FEN1 inh
CC(=O)NNC(=S)NC(=O)c1cccc([N+](=O)[O-])c1,3.4%,?,6.1%
CN(C1CCCCC1)S(=O)(=O)c1ccc2c(c1)c(=O)c(C(=O)NCc1ccc(Cl)cc1)cn2C,4.7%,.,1.8%
C/C(CC(=O)Nc1ccccn1)=N\NC(=O)C(=O)Nc1cccc(Cl)c1C,1.0%,-8.7%,-2.8%
CCOC(=O)c1cc(-c2ccc(C)cc2)n(CC(=O)NCc2ccco2)c1C,0.0%,5.7%,-6.9%
C[C@@]12C=CC(=O)C=C1CC[C@H]1[C@H]3CC[C@](O)(C(=O)CO)[C@]3(C)CC(=O)[C@@H]12,5.7%[56.1 µM],-21.0%[21.6 µM],.
Cn1ccsc1=NC(=O)c1cc(S(=O)(=O)N2CCOCC2)ccc1F,.,-4.1%,3.8%
S=C(NCCCN1CCOCC1)NC1CC1,0.0%,2.5%,4.8%
O=C1CS/C(=N\N=C\c2ccco2)N1c1ccccc1,-2.8%,1.8%,-12.1%
Cc1ccc(SCC(=O)NCCc2ccccc2)cc1,0.3%,3.7%,0.4%
O=C(COc1ccc(C(=O)c2ccccc2)cc1)NCC(=O)Nc1ccccc1Br,1.9%,28.4%,17.5%
COc1cccc(CNc2ncn[nH]2)c1OCc1ccccc1F,0.0%,-7.6%,5.5%
CC(=O)c1ccc(NC(=O)CCSc2nc(-c3ccco3)cc(C(F)(F)F)n2)cc1,0.0%,.,7.9%

# The closing 7 records of the section before open the next one.
SMILES,TDP1 block,N370S GC,FEN1 inh
Cn1ccsc1=NC(=O)c1cc(S(=O)(=O)N2CCOCC2)ccc1F,.,-4.1%,3.8%
S=C(NCCCN1CCOCC1)NC1CC1,0.0%,2.5%,4.8%
O=C1CS/C(=N\N=C\c2ccco2)N1c1ccccc1,-2.8%,1.8%,-12.1%
Cc1ccc(SCC(=O)NCCc2ccccc2)cc1,0.3%,3.7%,0.4%
O=C(COc1ccc(C(=O)c2ccccc2)cc1)NCC(=O)Nc1ccccc1Br,1.9%,28.4%,17.5%
COc1cccc(CNc2ncn[nH]2)c1OCc1ccccc1F,0.0%,-7.6%,5.5%
CC(=O)c1ccc(NC(=O)CCSc2nc(-c3ccco3)cc(C(F)(F)F)n2)cc1,0.0%,.,7.9%
COc1ccc(OCC(=O)Nc2cc(-c3ccccc3F)nn2-c2ccccc2)cc1,5.4%,.,13.9%
CCN(CC)C(=O)CSc1nc2ccccc2c(=O)n1OC(C)C,0.0%,-21.0%,-0.9%
CCOc1ccc(C(=O)NCCn2cc(SCC(=O)NCCc3ccc(OC)c(OC)c3)c3ccccc32)cc1,4.5%,.,-4.6%
O=C(CCc1ccccc1)Nc1nnc(-c2ccc3c(c2)OCCO3)o1,3.6%,-6.5%,-2.5%
O=c1oc2ccccc2c(NCCO)c1[N+](=O)[O-],0.0%,-14.2%,-2.7%
Cc1ccc(OCC(=O)Nc2ccc3c(c2)OCO3)c(C)c1,-2.8%,-18.5%,6.0%
CCN(CC)c1nc(C)nc2c1sc(=S)n2C,1.3%,-0.4%,-4.6%
O=C(COC(=O)C1CCC1)Nc1cccc(Cl)c1,-4.0%,-7.9%,-11.2%
Cc1ccc(O)c(/C=N/NC(=O)COc2ccc3c(C)cc(=O)oc3c2)c1,4.2%[0.0935 µM],-1.9%,-8.2%
COC(=O)C(C(=O)OC)C(C(C)C)C(C(=O)OC)C(=O)OC,6.7%,0.7%,-2.3%
COc1ccc2c(C)c(Cl)c(=O)oc2c1,0.0%,-3.1%,6.4%
Cc1cccc(OCC(=O)NCc2n[nH]c(=O)c3ccccc23)c1,.,-11.0%,1.3%
O=C1C(=O)N(CCCN2CCOCC2)C(c2ccc(Cl)cc2)/C1=C(\O)c1ccc2c(c1)OCCO2 (stereo not given),3.5%,-6.4%,-6.0%
O=C(CSc1nc2sc3c(c2c(=O)[nH]1)CCCC3)NCCO,5.2%,9.2%,-1.6%
O=C1NC2(CCCCC2)Cc2ccccc21,-4.2%,10.4%,-1.2%
CC(=O)Nc1cccc(NC(=O)CSc2nc(=O)n(Cc3ccccn3)c3c2CCC3)c1,0.8%,-1.1%,17.5%
Cc1nonc1C1CCCN1Cc1nc(-c2ccc(F)cc2F)oc1C (stereo not given),2.6%,13.2%,10.0%
Cc1cc(NC(=O)Cn2c(=O)c3c(ncn3CCC(C)C)n(Cc3ccccc3)c2=O)no1,0.0%&8.7%,4.0%&11.4%,-13.4%
CCCCn1c(N)c(N(CC)C(=O)c2cccc(S(=O)(=O)N3CCCc4ccccc43)c2)c(=O)[nH]c1=O,.,-16.4%,-6.5%
CC(=O)Nc1ccc2c(c1)nc(CCNC(=O)c1ccco1)n2C,7.2%,1.8%,-3.2%
COc1ccccc1NC(=O)CN(Cc1ccco1)C(=O)c1ccc(-n2nc(C)cc2C)cc1,7.1%,6.2%,-0.7%
Cc1ccc(OCC(=O)NCCCNC(=O)COc2ccc(C)cc2)cc1,0.8%,-2.1%,-12.5%
Cc1ccc(NC(=O)Cc2nc(-c3c[nH]c(C(=O)N4CCCC4)c3)cs2)c(C)c1,4.8%,.,18.6%
O=C(NCCc1ccccc1)C(=O)NCC(c1cccnc1)N1CCN(c2ccccc2)CC1 (stereo not given),3.9%,.,-0.8%
Cc1ccc(NC(=O)Nc2nnc(N3CCCC3)s2)c(C)c1,0.0%,.,0.5%
Cc1ccc(N=C2NC(=O)/C(=C/C=C/c3ccco3)S2)cc1,-5.6%,-7.9%,50.1µM*
COc1ccccc1N1C(=O)CCC1(C#N)c1ccccc1 (stereo not given),-1.0%,3.0%,9.1%
CSc1ccc(/C=N/n2c(Cc3ccc(Br)cc3)n[nH]c2=S)cc1,9.5%,5.6%,-3.1%
O=C1/C(=C/c2cccnc2)SC(=S)N1c1ccc(O)cc1,.,-3.3%,-5.8%
CN(C(=O)c1cccc(OC2CCN(S(=O)(=O)N(C)C)CC2)c1)C1CCOC1 (stereo not given),.,-4.1%,15.3%
CC12CCC(C(=O)N(CCCCN3CCN(c4ccccn4)CC3)C1=O)C2(C)C (stereo not given),.,-1.9%,21.7%
O=C(O)c1cc(S(=O)(=O)N(Cc2ccccc2)c2ccc(Cl)cc2)ccc1Cl,.,-5.8%,0.6%
CCCCN(CCCC)C(=O)C1CCN(S(=O)(=O)c2cccc3nsnc23)CC1,4.7%,.,6.3%
O=C(N/N=C/c1ccc(OC(=O)c2ccccc2)cc1)c1cccc(O)c1,6.1%,6.4%,1.5%
O=C(Cc1ccc([N+](=O)[O-])cc1)Nc1nnc(C2CC2)s1,8.0%,2.4%,5.9%
Cc1nnc(-c2cnn(C)c2N)n1Cc1ccccc1F,7.8%,-0.1%,-8.2%
C/C(=N\Nc1ccc(Cl)c(C(=O)O)c1)c1ccc(N2CCOCC2)cc1,.,-15.4%,-3.6%
Cc1cc(C)cc(NC(=O)COC(=O)c2ccc(CN3CCCC3=O)cc2)c1,0.0%,.,-13.4%
Cc1c(C(=O)N(C)Cc2cccc(F)c2)oc2c(Cl)cccc12,-13.3%,5.9%,-0.2%
CCOC(=O)Cc1csc(NC(=O)c2ccc3c(c2)OCO3)n1,0.0%,1.7%,1.1%
COc1ccc(S(=O)(=O)N2CCNC(=O)CC2)cc1,5.0%,-9.9%,4.7%
COC(=O)[C@@]1(Cc2ccc(OC)cc2)[C@H]2c3cc(C(=O)N4CCCC4)n(Cc4ccc(C)o4)c3C[C@H]2CN1C(=O)c1ccccc1,9.2%&18.3%,-7.6%&-9.3%,.
O=C(CSc1ncccn1)NC(=O)Nc1ccc2c(c1)OCCO2,-2.5%,-6.1%,-21.9%
COc1ccc(CC(=O)NC(C)c2nnc(SCCC(=O)Nc3ccccc3)n2C)cc1 (stereo not given),0.0%,-2.1%,47.8%[activator]
CC(C)(C)NC(=O)CN(C(=O)CCC(=O)Nc1nccs1)c1cccc(C(F)(F)F)c1,.,-4.1%,23.4%
CCc1cc2c(=O)c(-c3nc4ccccc4n3C)c(COCC(=O)O)oc2cc1O,0.0%,?,6.2%
Cc1ccc(OCC(=O)NC(=S)Nc2ccc(Br)cn2)cc1,.,-2.6%,4.8%
Cc1ccccc1OCC(=O)OCc1cc(=O)n2nc(-c3cccs3)sc2n1,4.5%,.,2.0%
COCCn1c(C)cc(C(=O)CSc2ccc(NC(C)=O)cc2)c1C,-1.0%,-0.9%[2.35 µM],-7.3%
O=C(NCCN1C(=O)S/C(=C\c2ccccc2F)C1=O)C1CC(=O)N(Cc2ccccc2)C1 (stereo not given),2.5%,.,-1.0%
Cc1ccc(Cn2cc(CCC(=O)NCc3ccccc3F)c3ccccc32)cc1,0.0%,.,14.4%
Cc1ccc(CC(=O)Nc2nc3c(s2)CCCC3)cc1,7.0%,-6.9%,-16.9%
Cc1cnc(CNc2nc(-c3ccc4c(c3)OCO4)nc3ccccc23)cn1,12.8%[56.1 µM],-7.0%,.
CC(O)[C@H]1CNCCN1CCc1cccc2ccccc12 (stereo not given in full),.,-1.0%,-15.0%
CC1(C)CC(=O)C2=C(C1)c1c(ccc3ncccc13)NC2c1cccs1 (stereo not given),-4.6%,4.7%,-13.7%
CCc1nnc(NC(=O)CSc2nnc(Cc3ccccc3)n2-c2ccccc2)s1,6.2%,-16.4%,1.3%
Fc1ccc(CNc2nc3ccccc3n3cnnc23)cc1,-1.0%,1.4%,19.9%
CCCCNC(=S)Nc1ccccc1F,-1.9%,5.1%,-2.6%
Cc1ccc(C(=O)Nc2ccccc2OC(F)F)cc1,3.4%,3.1%,-11.8%
COc1ccccc1NC(=O)N1CCCC1C(=O)NCc1ccc2c(c1)OCO2 (stereo not given),4.0%,2.6%,-7.9%

# Carrying on:
SMILES,TDP1 block,N370S GC,FEN1 inh
Cc1cccc2sc(NC(=O)C3CC3)nc12,.,1.4%,-2.8%
CCc1nn(CCCC(=O)N2CCN(c3ccc(OC)cc3)CC2)c(=O)c2cc3occc3n12,9.1%&5.1%,-0.1%,-1.3%&-6.9%
CCCCNc1nnc(CCn2nc(C)c(Br)c2C)s1,7.9%,4.6%,?
O=C(CC1C(=O)NCCN1C(=O)Nc1ccccc1)Nc1cc(Cl)cc(Cl)c1 (stereo not given),2.7%[56.1 µM],-9.8%,4.4%
CCOc1c(C=C(C#N)C#N)c2ccccc2n1CC,8.1%,2.9%,-1.0%
COc1cc2oc(=O)cc(-c3ccc(-c4ccc(C(F)(F)F)cc4)cc3)c2c(OC)c1OC,0.0%[56.1 µM],8.2%,7.7%
Cc1nnc(SC(C(=O)c2ccccc2)c2ccccc2)[nH]c1=O (stereo not given),-0.6%,-2.6%,-1.7%
COc1ccc(/C=C/N(CCc2ccc(OC)c(OC)c2)C(=O)c2ccccn2)cc1,6.9%[21 µM],19.8%[12.8 µM],.
Cc1[nH]n(S(=O)(=O)Cc2ccccc2)c(=O)c1N=Nc1ccccc1Cl,5.8%,17.8%,1.9%
COc1ccc(C)cc1NC(=O)c1oc2ccc(S(=O)(=O)N3CCOCC3)cc2c1C,10.4%,.,1.1%
CC(C)OCCCNC(=O)C1CCC(=O)N1C(C)C (stereo not given),2.0%,-17.9%,1.5%
O=S(=O)(Nc1ccc(-c2ccc(N3CCCC3)nn2)cc1)c1ccc(Cl)cc1,4.1%,.,-3.7%
COc1ccc(/C=C(\NC(=O)c2ccc(C)cc2)C(=O)NCCCN2CCOCC2)cc1OC,9.4%,7.2%,-1.3%
Cc1cccc(Nc2ccccc2C(=O)OCC(=O)NCc2ccco2)c1C,-2.1%,5.4%,1.5%
Cc1ccccc1C(=O)NCC(=O)NNC(=S)NC(=O)c1ccccc1,2.6%,7.5%,-8.5%
COc1cc(CNC(C)C23CC4CC(CC(C4)C2)C3)cc(OC)c1OC (stereo not given),.,-3.5%,0.4%
Cc1ccc(-c2csc(N(CCCN3CCOCC3)C(=O)c3ccco3)n2)cc1,7.7%,-5.8%,?
CCc1cccc(C)c1NC(=S)NCCc1c(C)[nH]c2ccc(C)cc12,11.0%,10.2%,-16.2%
COc1ccc(OCCN2C(=O)NC(C)(c3ccc(C)cc3)C2=O)cc1 (stereo not given),2.4%,4.4%,8.5%
C/C(CC(=O)Nc1ccc(Br)cc1)=N\NC(=O)Cc1csc(N)n1,1.2%,5.1%,9.0%
O=C(N/N=C/c1ccccc1Cl)c1[nH]c2ccc(Br)cc2c1-c1ccccc1,0.6%,6.8%,?
Cc1c(C)n(C)c2ccc(C(=O)NCCCN(C)C3CCCCC3)cc12,12.2%,4.6%,9.9%
Clc1ccc(OCc2nnc3n2N=C(c2ccc4c(c2)OCCO4)CS3)c(Cl)c1,7.8%,-2.6%,-5.7%
c1coc(-c2nc(-c3ccco3)c(-c3ccco3)nc2-c2ccco2)c1,3.16µM*,-16.1%,35.5µM*

# Bioassay records: PubChem, National Center for Advancing Translational Sciences (NCATS)
